SRC2 inh: human SRC2 (NCOA2) inhibition. Q15596. HEK293 GAL4-SRC2 luciferase reporter, luminescence. inhibition, % at 9 µM. hit rate 0.17% among 370,000;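 active means inhibition above the mean inhibition of all tested compounds plus 3 SD, set per campaign, cut at about 52% in these data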;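 further: 0% = DMSO treated cells and 100% = cells given Gossypol at 36 µM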
SRC3 inh: human NCOA3 inhibition; Q9Y6Q9; HEK293 GAL4-SRC3 luciferase reporter, luminescence; inhibition, % at 3.6 µM; hit rate 0.17% among 360,000; AID 588352;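 active means inhibition above a per-campaign cutoff, the mean of all compounds plus 3 SD, cut at about 60% in these data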;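 further: 0% = DMSO-treated cells and 100% = gossypol-treated cells at 36 µM; higher means less SRC3-driven luciferase light from the GAL4 reporter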
LMP1 NFkB inh: Epstein-Barr LMP1 NF-kappaB reporter inhibition; LMP1-induced NF-kappaB luciferase reporter cells, luminescence; inhibition, % at 12.5 µM; hit rate 0.69% among 350,000; in the data active means inhibition above about 41%; inconclusive means no clear call, values can overlap the other calls;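 further: 0% = neutral control wells and 100% = reference inhibitor control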
Vif imaging: blocks HIV Vif function. HEK293T cells, Vif self-association by quenched fluorescence, imaging, 24 h. inhibition, % at 7.49 µM. hit rate 0.35% among 340,000; in the data active means inhibition above about 50%, passing the limit was not always enough; inconclusive means no clear call, values can overlap the other calls; inactive means below about 31%; further: some results filed as inactive read as strong as hits
NOD2 RIPK2 PPI: blocks binding of human NOD2 to RIPK2 | O43353 | CHO BLA complementation NOD2-RIPK2, CCF4 ratio | inhibition, % at 4.98 µM | hit rate 0.38% among 360,000 | AID 624267; in the data active means inhibition above about 21%;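 further: 0% = vehicle only and 100% = reference blocker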
TLR9-MyD88 inh: TLR9-MyD88 interaction inhibition; AID 504734; inhibition, % at 4.98 µM; hit rate 0.21% among 340,000; CHO BLA complementation TLR9-MyD88, CCF4 FRET ratio;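 active means inhibition above the mean over all tested compounds plus 3 SD, cut at about 21% in these data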;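 further: 0% = DMSO only wells and 100% = clavulanate BLA inhibitor control wells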
LRH-1 inv ag: suppresses constitutive activity of human LRH-1; O00482; HEK293T StAR-luciferase reporter, LRH-1 transfected, 24 h; inhibition, % at 3.6 µM; hit rate 0.13% among 360,000;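 active means inhibition above the mean inhibition of all tested compounds plus 3 SD, cut at about 73% in these data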;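 further: 0% = DMSO wells and 100% = reporter-only cells lacking LRH-1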
Target sequence (O00482 whole entry, looked up): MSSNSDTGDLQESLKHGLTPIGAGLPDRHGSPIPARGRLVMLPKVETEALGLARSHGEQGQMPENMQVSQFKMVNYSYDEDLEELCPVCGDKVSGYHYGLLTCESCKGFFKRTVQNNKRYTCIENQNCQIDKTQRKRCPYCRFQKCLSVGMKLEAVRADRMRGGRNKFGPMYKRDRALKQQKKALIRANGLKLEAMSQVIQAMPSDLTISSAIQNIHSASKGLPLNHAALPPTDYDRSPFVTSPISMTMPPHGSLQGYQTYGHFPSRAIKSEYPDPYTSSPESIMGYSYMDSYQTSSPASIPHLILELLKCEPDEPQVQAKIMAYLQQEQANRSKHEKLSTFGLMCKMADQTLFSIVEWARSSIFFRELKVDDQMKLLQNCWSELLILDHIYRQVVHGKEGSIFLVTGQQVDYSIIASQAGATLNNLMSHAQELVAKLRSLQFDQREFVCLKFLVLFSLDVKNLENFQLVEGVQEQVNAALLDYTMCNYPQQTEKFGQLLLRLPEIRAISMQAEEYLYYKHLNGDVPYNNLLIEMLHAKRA
TRAIL sens C8: caspase-8 TRAIL sensitization. hit rate 1% among 360,000. AID 624354. inhibition (viability loss, TRAIL sensitization), % at 10 µM. NB7+C8 cells + TRAIL, ATPlite viability luminescence;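 active means compounds causing at least 50% loss of cell viability in the single-dose screen, relative to plate controls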
TROY NFkB inh: TROY signaling inhibition; hit rate 0.98% among 360,000; Q293 LMP1-TROYcd NF-kB luciferase reporter, 4 h; inhibition, % at 10 µM; AID 1347056;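 active means compounds whose plate-normalised and pattern-corrected inhibition of the luciferase reporter signal at the single screening dose is 50% or more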
NR2F2 inh: blocks human COUP-TFII nuclear receptor | HEK293T NGFI-A luciferase reporter, luminescence | hit rate 0.7% among 370,000 | inhibition, % at 8.6 µM | AID 686940 | P24468;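 active means inhibition above a per-plate cutoff, mean inhibition of test wells between control levels plus 3 SD, cut at about 38% in these data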;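 further: cells cotransfected with COUP-TFII expression vector driving the NGFI-A reporter; 0% = median of COUP-TF2 test wells and 100% = reporter-only cells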
Target sequence (P24468 whole entry, looked up): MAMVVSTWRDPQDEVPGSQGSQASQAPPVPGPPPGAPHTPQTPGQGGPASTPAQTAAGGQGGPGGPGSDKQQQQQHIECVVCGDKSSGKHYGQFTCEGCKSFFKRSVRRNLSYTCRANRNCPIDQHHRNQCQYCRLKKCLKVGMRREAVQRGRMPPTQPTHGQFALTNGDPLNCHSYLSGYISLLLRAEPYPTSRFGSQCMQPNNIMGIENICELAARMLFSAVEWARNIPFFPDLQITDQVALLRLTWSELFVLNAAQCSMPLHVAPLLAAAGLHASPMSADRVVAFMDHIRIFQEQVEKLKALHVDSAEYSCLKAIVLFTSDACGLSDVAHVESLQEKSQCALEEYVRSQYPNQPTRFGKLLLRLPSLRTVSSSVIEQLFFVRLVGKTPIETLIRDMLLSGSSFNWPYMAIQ
NCOA1 inh: inhibitors of human steroid receptor coactivator 1 (SRC1); Q15788; HEK293 GAL4-SRC1 luciferase reporter, luminescence; inhibition, % at 3.6 µM; hit rate 0.12% among 360,000;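 active means inhibition above the campaign mean plus 3 SD, with each screening campaign given its own cutoff, cut at about 60% in these data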;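 further: 0% = DMSO treated cells and 100% = gossypol at 36 µM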
An asterisk follows results filed as active; u = inconclusive; x = no result given. Only part of the results is shown; rates above refer to the full screens.

compound	SRC2 inh	SRC3 inh	LMP1 NFkB inh	Vif imaging	NOD2 RIPK2 PPI	TLR9-MyD88 inh	LRH-1 inv ag	TRAIL sens C8	TROY NFkB inh	NR2F2 inh	NCOA1 inh
Cc1ccc2nsnc2c1NC(=O)c1ccc([N+](=O)[O-])o1	x	-5.3	-18.2	4.1	1.5	2.5	52.6	27.0	-0.6	x	4.3
CCOc1ccc(C2=CC(=O)C[C@H](c3ccc(OC)cc3)C2)cc1	-14.3	-21.2	-11.2	-2.4	-15.8	-0.2	-64.5	-13.1	-27.3	-22.1	-47.0
CCCCn1c(SCC(=O)N(C)C2CCS(=O)(=O)C2)nc2cc(S(N)(=O)=O)ccc21 (centres undefined)	-12.0	13.0	-2.7	2.7	4.5	0.4	2.0	11.1	-16.1	-1.3	6.8
CC(C)OCCCNC(=O)CN1C(=O)COc2ccc(S(=O)(=O)N3CCCCCC3)cc21	-26.7	4.3	9.8	2.4	-4.3	-7.1	-15.0	-7.7	-10.2	14.9	-21.5
CC1CC1C(=O)OCC(=O)Nc1cccc([N+](=O)[O-])c1 (centres undefined)	-22.7	-9.2	3.2	2.0	-8.2	-5.0	8.8	-0.6	-52.5	-19.6	-15.3
O=C1NC(=O)C2(CCCc3c([N+](=O)[O-])cccc32)N1 (centres undefined)	13.0	-5.5	-1.0	-8.5	-2.6	-0.2	-10.7	-4.3	5.6	-6.3	-3.7
CN(C(=O)COC(=O)c1ccc(S(=O)(=O)N2CCCC2)cc1)c1ccccc1	0.6	2.7	-1.1	3.1	-6.2	12.2	11.0	17.3	-10.3	-18.1	8.3
CNS(=O)(=O)c1cc(-c2nnc(N3CCOCC3)c3ccccc23)ccc1C	-27.6	17.6	2.3	-12.9	-9.1	-2.0	17.1	6.8	11.7	9.4	6.0
CCCCN(CC)Cc1c(C)[nH]c2ccccc2c1=O	-9.6	-0.9	-0.4	0.9	-5.4	0.1	6.5	-0.8	15.2	12.5	1.3
CN(C)c1ccc(NC(=O)CN2CCc3ccccc3C2)cc1	-37.4	-72.4	-16.9	8.6	-11.4	0.0	-55.9	-1.2	6.1	-22.8	-30.4
CC(C)CN1CCC(C(=O)NCC2CCCO2)CC1 (centres undefined)	-5.8	17.1	2.3	26.3	-2.0	-9.9	8.7	-8.1	1.8	-0.9	-3.8
OCCNCC(O)Cn1c2ccccc2c2ccccc21 (centres undefined)	-2.6	-15.0	4.1	-4.9	-9.3	-4.4	1.8	1.2	12.6	1.8	-6.4
CCOC(=O)C(C)N1C(=O)S/C(=C/c2cc(C)n(-c3ccncc3)c2C)C1=O (centres undefined)	-55.8	-21.6	8.3	7.2	-3.1	0.4	-37.5	9.0	-0.1	19.0	-5.3
COc1ccc(OC)c(/C=N/n2c(COc3ccccc3)n[nH]c2=S)c1	6.2	-8.0	2.1	3.2	0.5	-1.3	-14.0	-32.9	-5.6	5.9	-7.8
CC1Cc2ccccc2N1C(=O)CSc1ncccc1C(=O)O (centres undefined)	7.4	0.3	-3.7	4.6	-8.1	-3.8	-6.5	-21.8	2.0	-6.8	8.9
CNC(=S)NNC(=O)c1sc2cc(C(F)(F)F)cnc2c1-c1ccccn1	-15.8	-7.3	-0.3	1.9	-5.0	5.2	-13.8	-0.7	-0.6	10.9	4.7
O=C(O)CC(C(=O)Nc1ccc(F)cc1)C1CCCO1 (centres undefined)	13.1	-17.0	10.5	-4.9	-8.3	-9.5	-3.4	8.4	-2.4	-16.1	-10.4
CC(C)(C)NC(=O)C(c1cccnc1)N(C(=O)c1ccc(Cl)nc1)C1CCCC1 (centres undefined)	-35.0	12.4	-3.5	-5.3	5.5	6.2	-0.7	-7.0	13.6	-3.6	4.9
CCOC(=O)C1(Cc2cccc(Cl)c2)CCCN(C(=O)c2cccc(C)n2)C1 (centres undefined)	26.9	-1.8	-3.1	-5.6	-1.8	-4.8	22.5	0.8	-1.6	28.0	8.2
COc1ccc(Cl)cc1NC(=O)CN1CCC(NC(=O)C2CC2)CC1	0.1	-12.9	-2.3	-4.1	-3.6	0.2	7.2	-0.6	1.6	-0.7	9.2
O=C(NNC1CC(=O)N(c2ccc(F)cc2)C1=O)c1cccnc1 (centres undefined)	2.6	-4.3	9.1	-1.9	-3.4	4.1	-8.8	10.1	-16.3	-4.2	-8.4
CCCN(CCC)CCNc1c(NC2CCN(C(=O)OCC)CC2)c(=O)c1=O	-4.2	0.5	-6.8	31.1	-5.5	4.6	0.6	2.5	9.5	-4.8	3.7
CC(=O)N1CCCc2cc(S(=O)(=O)N3CCc4ccccc4C3)ccc21	13.2	12.2	-4.1	x	1.7	-5.9	8.3	-9.7	15.3	4.3	3.1
CCC(C)C1/C=C\CC(NC(=O)OCC2c3ccccc3-c3ccccc32)CC(=O)N1Cc1ccccc1 (centres undefined)	x	9.8	8.6	-0.4	-3.8	-6.6	17.4	20.9	9.4	x	7.8
Cc1ccc(NS(=O)(=O)c2ccc3c(c2)NC(=O)C(C)C(=O)N3)c(Cl)c1 (centres undefined)	-4.7	-10.6	9.4	u	6.7	-9.5	-31.6	-9.6	-2.6	4.4	5.4
Cc1cc(NC(=O)c2ccc3[nH]c(C)c(C)c3c2)ccn1	-13.0	-6.4	11.2	-11.9	-4.5	5.9	-11.6	5.5	-0.7	3.0	4.8
CC(O)(CS(=O)(=O)Cc1ccc(Cl)cc1)C(=O)Nc1cccc(C(F)(F)F)c1 (centres undefined)	x	23.8	5.8	-3.2	-13.0	1.7	13.0	-1.8	-12.0	x	-1.0
CC(C)(C)OC(=O)[C@H](Cc1ccccc1)NC(=O)c1nc[nH]c1C(=O)N1CCN(C(=O)OC(C)(C)C)CC1	-44.0	-60.3	-4.8	-1.0	7.4	0.1	-28.6	17.6	5.0	-51.8	-48.2
Cc1ccc(NC(=O)c2cnc(SCC(=O)NCC3CCCO3)n(C)c2=O)cc1 (centres undefined)	-59.3	-41.1	-13.7	-0.2	2.4	-4.5	-36.9	31.6	-3.1	4.3	-36.4
CCn1cc[n+](C)c1P(c1ccccc1)c1ccccc1	23.1	13.3	5.1	4.8	-0.6	-1.3	-1.1	10.8	-2.4	4.8	4.0
Cn1c(=O)c2sccc2n2c(CCCC(=O)N3CCN(c4ccccn4)CC3)nnc12	-5.3	5.8	-2.5	-9.4	-5.9	-8.1	18.3	4.3	-22.9	-6.3	12.6
CC(=O)Nc1c(O)nc(SCc2ccc(Cl)cc2)[nH]c1=O	6.9	-2.7	-1.6	-4.2	-10.8	1.1	11.0	-15.5	-0.9	12.4	-5.0
COc1ccc(C(=O)Nc2ccc(N3CCCC3)cc2)cc1Br	-30.1	-13.3	24.6	7.3	-2.8	-13.8	-13.9	-1.3	-3.7	-9.4	-32.0
COCCCNC(=O)Cn1c(=O)n(Cc2ccc(F)cc2)c(=O)c2sccc21	x	13.2	-2.2	-2.7	-8.5	-2.4	-0.4	2.5	-20.2	x	8.7
Cc1ccc(S(=O)(=O)n2[nH]c(=O)cc2N)cc1	16.9	-6.5	4.0	1.7	-9.6	-3.9	-4.5	-3.8	3.3	0.6	-6.7
CC(C)(CCl)C(=O)Nc1ccc(Sc2ccc(F)cc2)cc1	-8.4	-21.1	7.2	-5.6	-1.7	1.9	-0.4	9.1	3.6	-6.9	-1.8
Cc1cccc(OCCCC(=O)Nc2ccc3c(c2)OCO3)c1	5.2	8.0	-15.1	1.1	0.6	-1.3	1.5	-14.1	-19.2	-4.3	10.0
O=C(NN=Cc1ccc([N+](=O)[O-])cc1)c1ccncc1	-38.4	-1.7	-3.0	-5.3	-5.2	-4.2	-1.4	9.3	-10.8	-18.0	-26.3
COc1ccc(CCNC(=O)C(=O)NCc2ccccn2)cc1	10.5	3.5	-3.4	-18.3	-5.8	-1.4	2.0	9.2	5.3	-9.5	9.1
CC(C)(C)c1ccc(-c2nc(C=O)c3ccccn23)cc1	-14.5	-7.7	-16.5	-13.4	-2.2	-2.4	-47.2	6.2	-13.4	-0.5	-19.3
O=C(NCc1ccccn1)C(=O)NCC(c1ccco1)N1CCOCC1 (centres undefined)	-0.5	17.9	-10.4	-5.9	3.5	-8.0	-23.3	-22.6	18.9	6.3	-0.8
CCn1cc(C(=O)NCc2cccc(F)c2)c(=O)c2cc(F)c(N3CCN(C(=O)c4ccco4)CC3)cc21	4.1	5.8	12.8	-24.8	-82.5	-10.2	26.1	31.8	41.9	38.3*	-11.0
N/N=C(\c1ccccc1)c1cc(Br)ccc1N	-3.8	-8.3	-5.7	-4.3	-0.7	10.1	-16.4	-0.9	-18.6	14.4	-5.2
CC(=O)c1cccc(-n2c(CCC(=O)O)ccc2-c2ccc(C)cc2)c1	x	-8.4	-20.3	2.8	-7.4	5.1	-6.2	-0.2	-56.7	x	-2.1
C=CCn1c(SCC(=O)Nc2ccccc2)nnc1-c1cccc(S(=O)(=O)N2CCOCC2)c1	-15.9	-14.7	-2.3	12.1	-8.2	3.1	-3.3	-2.2	-4.2	-34.1	-8.7
Cc1cc(C(=O)O)c(C)n1Cc1ccncc1	-16.7	8.8	5.5	10.9	7.9	-5.6	3.4	2.5	-3.9	2.9	-5.2

Full records, looked up by structure.
CNS(=O)(=O)c1cc(-c2nnc(N3CCOCC3)c3ccccc23)ccc1C across the screens: SRC2 inh: -27.6; SRC3 inh: 17.6; LMP1 NFkB inh: 2.3; Vif imaging: -12.9; NOD2 RIPK2 PPI: -9.1; TLR9-MyD88 inh: -2.0; LRH-1 inv ag: 17.1; TRAIL sens C8: 6.8; TROY NFkB inh: 11.7; NR2F2 inh: 9.4; NCOA1 inh: 6.0
O=C(NN=Cc1ccc([N+](=O)[O-])cc1)c1ccncc1 across the screens: SRC2 inh: -38.4; SRC3 inh: -1.7; LMP1 NFkB inh: -3.0; Vif imaging: -5.3; NOD2 RIPK2 PPI: -5.2; TLR9-MyD88 inh: -4.2; LRH-1 inv ag: -1.4; TRAIL sens C8: 9.3; TROY NFkB inh: -10.8; NR2F2 inh: -18.0; NCOA1 inh: -26.3

Compound activity as filed in PubChem BioAssay.
